APJ agonist: activates the human apelin receptor APJ. activation, % at 20 µM. AID 2520. P35414. CHO-K1 APJ PathHunter beta-arrestin, luminescence; 0% DMSO wells, 100% apelin. 330,000 compounds, 0.11% hits;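 active = activation more than six SD over the plate average, tested at 20 µM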;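 also: 0% = DMSO alone and 100% = apelin-13 at 10 nM; some results filed as inactive read as strong as hits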
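assay system = CHO-K1 APJ beta-arrestin complementation cell line | input = cell density 1000 per well | dosing = compound 20 µM once, DMSO 1% | timing = compound 90 min 25 °C, reagent 1 h | measured by = luminescence from split beta-galactosidase complementation, Galacton Star/Emerald II substrate | read-out basis = APJ agonist activity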
tim23-1 inh: tim23-1 yeast growth inhibition | inhibition, % at 20 µM | AID 463212 | S. cerevisiae tim23-1 growth, BacTiter-Glo luminescence, 24 h | 330,000 compounds, 1.3% hits;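 active = growth inhibition of the mutant yeast at or above 50%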;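 also: temperature-sensitive mutant grown at 25 °C; plate controls were DMSO-treated mutant yeast for no effect and medium wells lacking yeast for full effect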
Mdm2 MdmX PPI: human Mdm2/MdmX binding inhibition; SaOS-2 split-luciferase Mdm2/MdmX complementation, luminescence; inhibition, % at 8 µM; 330,000 compounds, 3% hits; AID 485346;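 active = inhibition of at least 50% at 8 µM in the primary screen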
Target sequence (O15151 whole entry, looked up): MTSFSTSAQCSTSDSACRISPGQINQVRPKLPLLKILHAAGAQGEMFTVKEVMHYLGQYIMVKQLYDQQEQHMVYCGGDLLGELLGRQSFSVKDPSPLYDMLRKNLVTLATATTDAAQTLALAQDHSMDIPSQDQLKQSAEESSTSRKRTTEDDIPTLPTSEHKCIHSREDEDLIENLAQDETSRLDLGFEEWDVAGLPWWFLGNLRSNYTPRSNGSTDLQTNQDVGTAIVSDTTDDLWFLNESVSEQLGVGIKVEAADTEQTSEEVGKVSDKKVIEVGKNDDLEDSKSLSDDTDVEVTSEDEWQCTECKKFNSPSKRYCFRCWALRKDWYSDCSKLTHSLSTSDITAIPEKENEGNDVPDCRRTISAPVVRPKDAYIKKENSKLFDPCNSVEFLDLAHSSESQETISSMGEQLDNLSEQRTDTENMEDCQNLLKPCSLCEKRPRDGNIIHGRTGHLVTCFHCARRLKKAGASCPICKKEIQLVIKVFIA
Target sequence (Q00987 whole entry, looked up): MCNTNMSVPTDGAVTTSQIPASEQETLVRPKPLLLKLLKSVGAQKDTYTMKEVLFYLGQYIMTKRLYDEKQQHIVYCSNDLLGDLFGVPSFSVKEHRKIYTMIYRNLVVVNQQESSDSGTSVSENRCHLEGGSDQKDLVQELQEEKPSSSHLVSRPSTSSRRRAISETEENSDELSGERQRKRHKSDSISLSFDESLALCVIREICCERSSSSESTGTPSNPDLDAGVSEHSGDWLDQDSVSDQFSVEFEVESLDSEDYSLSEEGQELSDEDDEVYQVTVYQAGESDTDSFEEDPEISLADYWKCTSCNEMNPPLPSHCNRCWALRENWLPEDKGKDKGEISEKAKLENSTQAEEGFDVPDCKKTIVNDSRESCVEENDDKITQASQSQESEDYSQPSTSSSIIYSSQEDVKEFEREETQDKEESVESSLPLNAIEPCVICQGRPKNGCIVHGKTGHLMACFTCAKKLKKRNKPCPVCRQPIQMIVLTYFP
CXCR6 block: blocks human CXCR6 beta-arrestin recruitment. O00574. CHO-K1 PathHunter CXCR6 beta-arrestin, luminescence. inhibition, % at 20 µM. 360,000 compounds, 0.36% hits. AID 602244; in the data active = inhibition above about 34%, passing the limit was not always enough;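 also: antagonist mode with CXCL16 agonist at 10 nM final; 0% = 10 nM CXCL16 with DMSO and 100% = unstimulated wells without agonist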
APJ antag: blocks the human apelin receptor APJ; P35414; CHO-K1 APJ beta-arrestin complementation, luminescence; inhibition, % at 20 µM; 330,000 compounds, 0.32% hits; AID 2521;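 active = inhibition above about 40% at 20 µM, limit read from the data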;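 also: cells challenged with 10 nM apelin-13 agonist together with compound; plate controls were apelin-13 plus DMSO wells for no effect and DMSO wells lacking apelin-13 for full effect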
XBP1 UPR activ: activators of adaptive arm of unfolded protein response (XBP1). activation, % at 20 µM. 330,000 compounds, 0.33% hits. CHO-XBP1 luciferase reporter, IRE1-XBP1 UPR activation, luminescence; percent of tunicamycin response, DMSO as zero;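 active = versus positive control, 20 µM dose yields 30% or more activation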;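 also: 100% = tunicamycin at 10 µg/mL and 0% = DMSO only wells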
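Assay system: IRE1-XBP1 luciferase reporter CHO line. Input: 1000 cells/well. Buffer or medium: F12 with 10% serum. Doses: 20 µM, 1% DMSO. Times: overnight seeding at 37 °C, 6 h compound treatment at 37 °C. Technique: Steady-Glo luciferase glow luminescence, 10 min after reagent addition.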
CCR6 antagonist: antagonists of human CCR6 receptor | P51684 | CHO-K1 CCR6 PathHunter beta-arrestin, luminescence, CCL20-stimulated | inhibition, % at 20 µM | 340,000 compounds, 0.49% hits | AID 493098;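 active = compounds whose inhibition of the agonist-driven luminescence signal at 20 µM reaches about 50%, limit read from the data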;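 also: cells stimulated with CCL20 at 14 nM final; plate controls were DMSO with CCL20 for no effect and DMSO without agonist for full effect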
EBI2 antag: antagonists of human EBI2 receptor; EBI2 beta-arrestin recruitment, luminescence, 7a,25-OHC stimulated; inhibition, % at 5 µM; 360,000 compounds, 0.81% hits; in the data active = inhibition above about 38%;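 also: enzyme fragment complementation signal reports receptor beta-arrestin coupling in cells; 0% = agonist plus DMSO wells and 100% = wells without agonist; some results beyond the cut were filed as inactive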
UPR CHOP act: activators of apoptotic arm of unfolded protein response (CHOP). activation, % at 10 µM. CHO-CHOP luciferase reporter, UPR activation, luminescence; percent of tunicamycin response over DMSO baseline. AID 449763. 330,000 compounds, 0.34% hits;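 active = at 10 µM dose, activation of 40% or more, normalized to positive control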;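 also: 100% = tunicamycin at 10 µg/mL and 0% = DMSO alone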
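Assay system: CHO-CHOP cells, stable luciferase reporter of PERK-eIF2a-CHOP signalling / Buffer or medium: F12 plus 10% serum / Compound dosing: one dose, 10 µM in 0.5% DMSO / Times: 6 h compound treatment, 37 °C / Technique: luciferase luminescence / Read-out: % reporter activation, DMSO baseline versus tunicamycin full activation / Benchmarks: tunicamycin and DMSO controls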
Starred values were filed as active, the others as inactive; · = not tested or not shown. A portion of the library; count on the stated rates, not on these rows.

Start of the data: the first two entries as a preview:
SMILES | APJ agonist | tim23-1 inh | Mdm2 MdmX PPI | CXCR6 block | APJ antag | XBP1 UPR activ | CCR6 antagonist | EBI2 antag | UPR CHOP act
C/C(=C(\C#N)C(=O)NC1CCCCC1)N(C)C | -0.9 | 1.6 | -3.4 | 1.2 | -13.6 | -5.0 | -2.4 | -6.5 | -3.0
COc1cccc(COC(=O)c2cc(=O)[nH]c3ccc(S(=O)(=O)N4CCOCC4)cc23)c1OC | 6.8 | 1.6 | 0.0 | 0.0 | 2.0 | 3.2 | 14.6 | -3.9 | 2.2

Main list, from the first entry:
SMILES | APJ agonist | tim23-1 inh | Mdm2 MdmX PPI | CXCR6 block | APJ antag | XBP1 UPR activ | CCR6 antagonist | EBI2 antag | UPR CHOP act
C/C(=C(\C#N)C(=O)NC1CCCCC1)N(C)C | -0.9 | 1.6 | -3.4 | 1.2 | -13.6 | -5.0 | -2.4 | -6.5 | -3.0
COc1cccc(COC(=O)c2cc(=O)[nH]c3ccc(S(=O)(=O)N4CCOCC4)cc23)c1OC | 6.8 | 1.6 | 0.0 | 0.0 | 2.0 | 3.2 | 14.6 | -3.9 | 2.2
COc1ccc(CCNC(=O)c2ccccc2NS(=O)(=O)c2cc(C(=O)O)ccc2OC)cc1 | -1.7 | 0.9 | -6.5 | -5.3 | 4.8 | -1.4 | 1.0 | -0.4 | 0.8
O=C(NCc1ccccn1)c1ccc2nc(-c3ccco3)c(-c3ccco3)nc2c1 | 0.6 | -23.8 | 17.5 | · | -23.2 | 0.1 | · | · | -0.3
COc1ccc(/C=C/C(=O)Nc2cc(C(F)(F)F)ccc2Cl)cc1OC | 1.9 | 8.4 | 0.3 | -0.4 | 10.7 | 1.8 | 13.4 | 29.4 | 0.0
Cc1cccc(-n2c(SCC(N)=O)nc3c(c2=O)C2(CCCC2)Cc2ccccc2-3)c1 | -1.4 | 54.2* | -24.4 | 6.4 | 9.7 | -2.9 | -3.1 | 21.4 | 0.3
Cc1nn(CC(=O)NCc2ccccc2Cl)c(C)c1[N+](=O)[O-] | -3.6 | 17.5 | 23.8 | 3.2 | 17.5 | -0.3 | 5.7 | -7.8 | -0.2
O=[N+]([O-])c1cc(C(F)(F)F)ccc1NCCc1ccccn1 | 2.5 | 30.9 | -13.8 | 1.5 | -11.9 | 2.4 | 17.1 | -12.9 | 2.5
CCC[C@@H]1CCCO[C@@](C(=O)NCc2ccc(S(C)(=O)=O)cc2)(C(F)(F)F)C1 | 0.0 | 21.9 | 20.7 | -4.3 | 1.5 | -1.6 | 1.9 | 1.1 | 0.6
Cc1[nH]c(=O)[nH]c(=O)c1S(=O)(=O)N1CCCC(C(=O)NCCC2=CCCCC2)C1 (stereo not given) | -2.5 | 12.4 | 5.7 | 0.1 | -10.3 | -1.1 | 16.6 | 1.0 | -0.3
C=C(C)c1ccccc1NC(=O)CCN1C(=O)c2ccccc2S1(=O)=O | 1.8 | 14.8 | -1.2 | 9.7 | 0.3 | -1.6 | 9.8 | 10.0 | -0.6
O=C(Nc1cccc(O)c1)c1ccccc1 | -2.3 | 26.2 | -18.9 | -8.2 | 4.4 | 0.9 | -11.1 | 5.8 | 3.0
COc1ccc(S(=O)(=O)N2CCC3(CC2)OCCN3S(=O)(=O)c2c(C)cc(C)cc2C)cc1 | 0.5 | 11.4 | 15.3 | 5.0 | -49.7 | -2.6 | 8.4 | 4.8 | 1.2
O=C(Cn1ccccc1=O)Nc1ccc(Cl)c(S(=O)(=O)N2CCCCC2)c1 | -0.7 | -2.9 | 15.2 | 2.3 | -2.5 | -1.4 | 13.1 | 1.8 | 0.3
CCC1CSC(Nc2ccc(C(=O)/C=C/c3ccc(OC)c(OC)c3)cc2)=N1 (stereo not given) | -3.8 | 32.2 | 12.2 | -7.7 | 2.1 | 1.7 | 3.7 | 24.1 | 2.6
CCc1ccccc1N(C(=O)Cn1nnc2ccccc21)C(C(=O)NCCOC)c1ccco1 (stereo not given) | 5.4 | 16.1 | -0.5 | -8.5 | -22.4 | -3.0 | 1.2 | -4.0 | -1.4
CCC(CC)c1nnc(NC(=O)C2=COCCO2)s1 | 12.6 | 3.0 | -10.7 | 1.3 | 0.8 | 4.1 | -8.7 | -13.4 | 0.4
CN(CC(=O)Nc1ccc(Cl)c(C(F)(F)F)c1)C(=O)c1cc(-c2ccncc2)nc2ccccc12 | 10.3 | -5.6 | 43.6 | -13.7 | -20.5 | -1.4 | -19.3 | -8.1 | 6.7
O=C(CCNC(=O)c1ccc(Cl)cc1)Nc1ccccc1Cl | -0.4 | 0.7 | -13.2 | 4.0 | 14.3 | 0.5 | 3.2 | -2.8 | 1.2
Cc1noc(C)c1COC(=O)[C@@H](NC(=O)c1ccccc1)C(C)C | 0.0 | 17.6 | 2.8 | 0.1 | 1.5 | -6.3 | 12.6 | 2.1 | -0.1
CCCNC(=O)c1onc(CSc2ccc(F)cc2)c1C(=O)NCCC | -1.0 | 12.7 | 22.2 | -7.3 | -2.1 | -2.0 | 10.2 | -3.1 | -2.2
Cc1cccc(OCCNC(=O)c2cc(-n3cnnc3)ccc2Cl)c1 | 3.7 | -9.8 | 0.5 | 0.7 | 4.5 | -4.3 | 2.4 | -5.6 | -0.1
CCN1CCCC1CNC(=O)c1ccc2c(c1)N(Cc1ccccc1F)C(=O)c1ccccc1S2(=O)=O (stereo not given) | 0.7 | -37.8 | 19.9 | 25.8 | 7.9 | -5.6 | 26.2 | -16.0 | 3.1
O=c1c2[nH]c3ccccc3c2nc2n1CCS2 | 1.4 | 6.9 | 14.0 | 1.4 | -2.5 | 1.3 | -8.3 | -11.4 | 1.1
CC(=O)CSc1ncnc2scc(-c3ccc(F)cc3)c12 | -1.8 | 9.2 | 14.2 | -3.4 | 7.1 | 13.5 | 0.8 | -1.7 | 1.3
CC1CN(C(=O)COC(=O)c2ccccc2O)CC(C)O1 (stereo not given) | 0.7 | -1.7 | -18.2 | 3.6 | 15.5 | -0.4 | -0.3 | -8.0 | 1.2
CCN1CC(CN(C)Cc2cn(-c3ccc(C)cc3)nc2-c2ccc(F)cc2)CC1=O (stereo not given) | -1.7 | 4.5 | 8.7 | 4.2 | 12.2 | 1.1 | 6.0 | 8.2 | 1.0
O=C(CCCCCN1C(=O)C2C3C=CC(C3)C2C1=O)Nc1nccs1 (stereo not given) | -2.1 | 10.7 | 6.9 | -1.0 | 9.4 | 1.9 | 3.8 | -3.2 | 1.9
CCOc1ccc(CN2CCN(Cc3ccc(C)o3)CC2CCO)cc1 (stereo not given) | -1.2 | 5.7 | -9.5 | 4.5 | 0.4 | -1.1 | 4.8 | 6.2 | 0.8
Cc1c(OCC(=O)N2CCN(c3ccccc3)CC2)ccc2c3c(c(=O)oc12)CCCC3 | 0.8 | 19.1 | 10.5 | -0.9 | -15.8 | -8.5 | 16.2 | 0.5 | 1.1
CC1(C)C(=O)Nc2ccccc2N1C(=O)COc1cc(Cl)ccc1Cl | -0.2 | 18.3 | 28.1 | -5.2 | -16.3 | -2.9 | 10.8 | 3.4 | -2.6
NC(=O)c1ccc(-c2ccc(Br)cc2)o1 | 6.8 | 23.9 | -15.8 | 1.4 | 4.3 | 1.6 | -11.4 | -3.5 | 2.5
O=C(C1CCCN(S(=O)(=O)c2cccs2)C1)N1CCN(C2CCCCC2)CC1 (stereo not given) | -0.7 | 15.1 | 30.7 | -0.8 | 17.2 | -2.0 | 1.3 | -6.2 | -0.4
O=C(NCCN1CCOCC1)c1ccc2c(c1)N(Cc1ccccc1F)C(=O)CS2 | 3.4 | 8.7 | 5.3 | 4.0 | 7.0 | 0.5 | 6.5 | 8.4 | -0.7
O=C(NCc1ccccc1)NC(=O)c1ccccc1F | -4.2 | 14.5 | -9.4 | 6.2 | 5.6 | 2.0 | -4.6 | 2.9 | 1.2
O=C(O)CN1C(=O)CC(c2ccccc2)CC1=O | -1.0 | -2.6 | 9.9 | 33.8 | -18.2 | -2.6 | 14.0 | 1.3 | -0.3
CC(=O)Nc1ccc(NC(=O)COC(=O)c2ccc(S(=O)(=O)NCc3ccco3)cc2)cc1 | -2.8 | 6.7 | -8.0 | -3.8 | 13.6 | -0.7 | 8.4 | 11.3 | 2.0
O=C1c2cccc3c([N+](=O)[O-])ccc(c23)C(=O)N1CCc1ccccn1 | 1.5 | 35.2 | 95.6* | -10.1 | -68.3 | 8.8 | -8.2 | 74.8* | 57.7*
O=C(NC1CCCCCC1)C1CCN(S(=O)(=O)c2ccc(F)cc2)CC1 | -2.2 | 14.9 | 31.1 | -8.3 | 0.1 | -4.8 | 2.3 | -11.5 | -1.8
Cn1ccsc1=NC(=O)c1cccc(OC(F)F)c1 | -3.5 | 13.0 | -51.5 | -0.2 | -10.1 | 1.4 | -2.0 | -8.0 | 3.1
NC(=O)c1ccccc1OCC(=O)Nc1ccc2c(c1)OCCO2 | -7.1 | -2.3 | 13.7 | -3.3 | 12.6 | 1.1 | -0.4 | 13.3 | 1.0
CC(=O)NN1C(=O)c2ccc(Oc3ccc([N+](=O)[O-])cc3)cc2C1=O | 0.2 | 0.7 | 0.0 | 4.6 | -8.9 | 1.2 | 1.1 | -15.1 | 0.3
Cc1cc2oc(C(=O)NCc3ccc(S(N)(=O)=O)cc3)c(C)c2cc1C | -2.5 | 14.9 | 32.2 | 2.0 | -5.1 | 12.9 | 2.1 | 3.9 | 0.7
O=C(c1cc2cc(Cl)ccc2oc1=O)N1CCCC1 | -3.2 | 8.9 | -18.4 | -14.8 | -18.0 | -6.9 | 15.3 | -10.6 | -1.6
Cc1cc(NCCCn2ccnc2)n2c(nc3ccccc32)c1C#N | 4.3 | -10.1 | 14.5 | 6.7 | 12.3 | -1.0 | -7.2 | -3.7 | 2.8
Cc1cc2n(n1)C(c1cn(-c3ccccc3)nc1C)Nc1c(C)cccc1-2 (stereo not given) | -3.7 | 20.4 | 5.4 | 8.0 | -5.0 | -3.2 | 9.7 | 12.3 | -2.2
Cc1ccc2occ(C(c3nnnn3Cc3ccccc3)N3CCOCC3)c(=O)c2c1 (stereo not given) | -1.8 | 24.0 | 10.4 | -6.6 | 23.0 | -6.7 | 0.1 | -7.3 | -0.1
Cc1ccc(-c2c[n+](CC(=O)Nc3nc(-c4ccc(F)cc4)cs3)c3n2CCC3)cc1 | 0.6 | -14.3 | 27.8 | -7.0 | 2.5 | -0.6 | 12.1 | 0.1 | 0.0
Cc1cc(NC(=O)COC(=O)C2CCCN2C(=O)c2cccs2)no1 (stereo not given) | 2.8 | 10.7 | -4.3 | -2.2 | 8.5 | 0.2 | -5.1 | -1.6 | -1.6
Cc1ccccc1NS(=O)(=O)c1ccc(C(=O)N2CCCC2)cc1 | -2.1 | -1.8 | 7.9 | -5.8 | -27.9 | -1.1 | -4.8 | -0.7 | -0.7
CC(c1nnnn1C(C)(C)C)N(Cc1cccnc1)Cc1ccccc1Cl (stereo not given) | -2.0 | 30.8 | 6.1 | 7.7 | 8.5 | 0.1 | 10.2 | 4.7 | -0.4

Source: PubChem BioAssay
